From PubChem
Epigenetic derep – epigenetic control regulation, reporter derepression; murine LDR cells, GFP reporter derepression, 30 h; AID 1865; 280,000 compounds, 0.2% hits; Potency, µM (doses to about 53.9 µM), inactives show at the highest dose GFP activation, usual class: activators; further: potency means the concentration at half of the fitted maximal effect; % of control where 0% means no effect; nearly all actives have a fitted effect of over 60% in size
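In this reporter-derepression format, murine cells bearing a silenced integrated CMV-GFP locus incubate with test compound (30 h, 37 C), then are washed and imaged; fluorescent objects of 20–120 um count as induced cells.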
NPSR antag – neuropeptide S receptor (human) antagonism, cAMP. Q6W5P4. CHO-NPSR cells, cAMP TR-FRET, antagonist mode. Potency, µM (titrated, usually from 38.3 µM), for the others: top-dose activity change, negative = inhibition, most hits filed as inhibitors. 220,000 compounds, 1% hits. AID 1461; further: potency means the concentration at half of the fitted maximal effect; on the % scale 0 is the no-effect control and ±100 the full control effect; nearly all actives have a fitted effect of over 50% in size; many of its hits are not listed in these tables
Target sequence (Q6W5P4 whole entry, looked up): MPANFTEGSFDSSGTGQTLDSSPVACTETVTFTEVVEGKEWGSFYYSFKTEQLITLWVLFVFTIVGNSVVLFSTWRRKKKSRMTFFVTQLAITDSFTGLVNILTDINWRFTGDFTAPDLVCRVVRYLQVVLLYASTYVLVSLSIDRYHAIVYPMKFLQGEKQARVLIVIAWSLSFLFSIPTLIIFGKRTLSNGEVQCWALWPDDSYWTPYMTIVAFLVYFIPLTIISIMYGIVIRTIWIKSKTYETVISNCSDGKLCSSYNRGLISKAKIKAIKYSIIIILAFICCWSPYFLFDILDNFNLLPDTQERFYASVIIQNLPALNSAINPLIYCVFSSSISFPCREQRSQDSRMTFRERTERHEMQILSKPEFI
LMNA splice mod – LMNA splicing modulation; AID 1487; HeLa LMNA splicing GFP/RFP minigene ratio, 48 h; Potency, µM (titrated, usually from 46.1 µM), for inactives: at the highest dose ratio change, negative = inhibition, hits mostly inhibitors; 200,000 compounds, 0.01% hits; active means well fitted inhibition curve with a large enough effect in the signal ratio, with a control signal flat, not every such curve was filed as active; inconclusive means small, poorly fitted or top-dose-only effect, or effect the other way, or a change in a side signal; the % refers to the signal ratio; further: potency means the concentration at half of the fitted maximal effect; on the % scale 0 is the no-effect control and ±100 the full control effect
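S3 HeLa cells stably expressing lamin A-EGFP splicing minigene plus DsRed2, 600 cells/well, 48 h compound exposure at 37C. Laser-scanning cytometry; analysed as GFP (500-530 nm)/RFP (575-640 nm) total intensity ratio; 0.5% DMSO vehicle.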
HttQ103 aggreg – inhibitors of mutant huntingtin aggregate formation in PC12 cells | PC12 HttQ103-GFP aggregates, Acumen cytometry, 40 h | AID 1688 | Potency, µM (highest dose often 46.1 µM), for inactives: at the top dose activity change, negative = inhibition, actives largely listed as inhibitors | 220,000 compounds, 1.1% hits; further: potency means the concentration at half of the fitted maximal effect; on the % scale 0 is the no-effect control and ±100 the full control effect; nearly all actives have a fitted effect of over 60% in size
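Multiplexed with ATP-based cell death, this channel scores GFP aggregates in PC12 cells expressing inducible HTTex1-Q103-GFP. Induction used 100 nM tebufenozide; compounds were tested in concentration series.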
IMPase Li inh – IMPase inhibition in cells with lithium potentiation. CHO-M1 cells, IP1 TR-FRET (IP-One), carbachol + lithium. Potency, µM (titrated, usually from 59.4 µM), inactives show at the top dose activity, negative = IMPase inhibition, usual class: inhibitors. 210,000 compounds, 0.35% hits;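 further: IP1 builds up when IMPase is blocked and the TR-FRET signal falls; potency means the concentration at half of the fitted maximal effect; plate controls were basal vehicle for no effect and high inhibitor control for full effect; nearly all actives have a fitted effect of over 50% in size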
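Lithium-sensitised IP1 accumulation assay; M1-expressing CHO cells treated 30 min at 37C with compound. Competitive antibody detection by time-resolved FRET followed a 10 min room-temperature lysis step.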
KinaseGlo FLuc – Kinase-Glo luciferase inhibition (counter-screen) | Q27757 | Kinase-Glo luciferase, ATP luminescence, 8 min | Potency, µM (titrated, usually from 38.3 µM), for inactives: at the highest dose activity change, negative = inhibition, hits mostly inhibitors | 200,000 compounds, 0.28% hits | AID 1379; further: potency means the concentration at half of the fitted maximal effect; on the % scale 0 is the no-effect control and ±100 the full control effect; nearly all actives have a fitted effect of over 60% in size
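Substrate mix (final 50 mM imidazole pH 7.2, 50 mM KCl, 7 mM MgCl2, 10 uM ATP, 0.01% Tween 20, 0.05% BSA) plus pin-tool compound, then Kinase-Glo detection mix; 8 min ambient, luminescence read.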
CBFb-RUNX1 inh – blocks binding between human CBF-beta and RUNX1. AID 1477. Potency, µM (top dose mostly 59.8 µM), without a hit: at the top dose activity, negative = inhibition, hits mostly inhibitors. AlphaScreen CBFb-His/RUNX1-biotin binding, biochemical. Q01196+Q13951. 230,000 tested, under 10 active; further: % of control where 0% means no effect
Target sequence (Q01196 whole entry, looked up): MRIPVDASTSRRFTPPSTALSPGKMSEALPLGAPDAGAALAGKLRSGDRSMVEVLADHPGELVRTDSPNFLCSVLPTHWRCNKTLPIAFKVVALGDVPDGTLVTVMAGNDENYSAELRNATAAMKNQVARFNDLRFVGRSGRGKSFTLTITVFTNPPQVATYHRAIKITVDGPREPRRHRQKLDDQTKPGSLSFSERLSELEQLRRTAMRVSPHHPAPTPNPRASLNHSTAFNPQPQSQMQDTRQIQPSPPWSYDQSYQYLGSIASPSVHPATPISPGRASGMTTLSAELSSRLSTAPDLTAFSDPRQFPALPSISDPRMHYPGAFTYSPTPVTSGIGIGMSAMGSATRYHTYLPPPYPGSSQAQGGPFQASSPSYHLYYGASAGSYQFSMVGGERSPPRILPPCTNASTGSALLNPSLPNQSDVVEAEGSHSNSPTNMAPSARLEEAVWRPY
Target sequence (Q13951 whole entry, looked up): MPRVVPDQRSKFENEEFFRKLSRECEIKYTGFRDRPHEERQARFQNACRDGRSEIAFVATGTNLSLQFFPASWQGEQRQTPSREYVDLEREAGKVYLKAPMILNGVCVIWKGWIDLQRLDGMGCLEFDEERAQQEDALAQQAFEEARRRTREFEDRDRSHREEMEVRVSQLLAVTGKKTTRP
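CBFb-His/RUNX1-biotin, 30 nM each, preincubated 20 min RT; compound 15 min RT; Ni + streptavidin beads 50 ng each, 90 min RT; AlphaScreen read.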
* marks the source's active call; other numbers are inactive results; u = inconclusive; x = not tested or not shown; & = joins results of further samples; [ ] = another dose, or the depositor's remark. Unless noted, the call rests on the fitted dose curve; in most records, active means well fitted curve in the direction sought with a large enough effect; inconclusive means small, poorly fitted or top-dose-only effect, or another doubt; inactive means no such curve, though single readings can be large; an effect the other way counts as inactive or inconclusive. An excerpt (hit frequency here may not be typical).

SMILES | Epigenetic derep | NPSR antag | LMNA splice mod | HttQ103 aggreg | IMPase Li inh | KinaseGlo FLuc | CBFb-RUNX1 inh
CCn1cc(CNC(=O)c2ccc(C)s2)cn1 | 1.5% | 4% | 1%[46 µM] | 7%[9.22 µM] | 4% | 1% | 3%
On1c(-c2ccccc2)nc2ccc(Cl)cc21 | 0.0% | 12%[46.1 µM] | 16% | -22% | -1%[38.3 µM] | -4% | 3%
CC(C)NS(=O)(=O)c1ccc(OCC(=O)Nc2ccc(F)cc2)cc1 | -0.2% | -3% | x | -12% | -5% | x | -1%
CCOC(=O)c1ccc2ncc(C(=O)OCC)c(Nc3ccc(N4CCOCC4)cc3)c2c1 | 1.0% | -38% | u | u | 19% | 0% | x
COc1ccc(-c2[nH]ncc2C2N=C(N)Nc3nc4ccccc4n32)cc1 (configuration not stated) | 0.0% | 4% | x | 10% | 12% | -2% | -2%
CCCCCN(CCCCC)C(=O)[C@H](CCC(=O)O)NC(=O)c1ccc(Cl)c(Cl)c1 | -0.3%[16.9 µM] | x | u | x | 0% | 1%[17.1 µM] | 3%[21.7 µM]
C=CCNC(=S)Nc1cc(S(=O)(=O)N2CCOCC2)ccc1-n1cncn1 | -1.1% | 10% | -14% | 3% | -6% | 1% | 0%
Cc1onc(-c2c(F)cccc2Cl)c1C(=O)NC(=S)Nc1c(C)n(C)n(-c2ccccc2)c1=O | -0.8% | -2% | 14%[9.22 µM] | 3%[9.22 µM] | 26% | 1% | 4%
CC1CCN(c2cc(C#N)c(C#N)cc2[N+](=O)[O-])CC1 | 0.2% | -5%[46.1 µM] | 11% | 20% | -9%[38.3 µM] | -1% | 3%
COC(=O)c1ccc(/C=C/C(=O)c2ccc(OC)c(OC)c2)cc1 | 6.4% | u | u | 17% | -1%[38.3 µM] | -4% | -2%
CC[C@H](/C=C/[C@@H](C)[C@H]1CC[C@H]2C3CC=C4C[C@@H](O)CC[C@]4(C)C3CC[C@]12C)C(C)C (some centres not stated) | 0.0% | x | x | x | 1% | 2% | 4%[21.7 µM]
COc1ccc(C(=O)COC(=O)[C@H](C)Nc2ccc(C(F)(F)F)cc2[N+](=O)[O-])cc1 | -0.5% | -14%[46.1 µM] | -10% | u | 25%[38.3 µM] | 16% | 1%
Cc1ccc(NC(=S)NCCN(C2CCCCC2)C2CCCC2)cc1 | -0.1% | -20% | 3%[46 µM] | -12% | 10% | -2% | 9%
Cc1c(Cl)c([N+](=O)[O-])nn1CCCC(=O)Nc1sc2c(c1C#N)CCC2 | 0.0% | 5%[46.1 µM] | -13% | 0% | -1% | 1% | 6%
Cc1cccc(CSc2nc(N)c(C#N)c(-c3cccs3)c2C#N)c1 | 1.2% | u | 1% | u | 7% | -2% | 9%
O=C(Nc1ccccc1)c1nnn(Cc2ccccc2)c1NC(=O)C(F)(F)F | -1.6% | 0%[46.1 µM] | 13% | 14% | -18%[38.3 µM] | 0% | -2%
O=C(NCc1ccncc1)/C(=N/O)c1ccccc1 | -1.1% | 5%[46.1 µM] | 13% | 0% | -11%[38.3 µM] | -9% | -3%
O=[N+]([O-])c1cccc(C=Nc2cc3c(cc2Br)OCCO3)c1 | -1.0% | 0% | -10% | -17% | -12% | -3% | -6%
C=CCn1c(Cc2cccs2)nnc1SCC(=O)Nc1ccc(C(=O)OCC)cc1 | 0.0% | u | u | 10% | 1%[38.3 µM] | 1% | 3%
Cc1c(N(C)C(=O)c2ccc3c(c2)OCO3)c(=O)n(-c2ccccc2)n1C | 0.0% | 5%[46.1 µM] | -6% | 4% | 4% | -1% | 1%
Cc1ccc(CSc2nnc(-c3ccncc3)n2N)cc1 | -2.3% | 18% | x | 6%[9.22 µM] | x | x | 3%
Cc1onc(C(N)=O)c1C(=O)Nc1ncc(C(F)(F)F)cc1Cl | -6.6% | 14% | x | -5% | -26% | -5% | 11%
CC(=O)c1ccc(N2CC(C)(C)C2=O)cc1 | -2.7% | 11% | -13%[46 µM] | -23% | u | 4% | -11%
COc1ccc(CCNC(=O)CSc2nnc(-c3cccc(C)c3)o2)cc1OC | -4.9% | -12%[46.1 µM] | 11% | -4% | 3%[38.3 µM] | -2% | 4%
Cc1cc(C(=O)CSc2nnc(N)s2)c(C)n1Cc1ccco1 | 1.5% | 0% | 12%[46 µM] | -21% | -8% | -1% | -4%
S=c1[nH]nc(-c2ccccn2)n1/N=C/c1ccc(-c2ccccc2Br)o1 | 1.1% | -37% | u | 1% | u | 0% | x
CC(=O)c1cc(C#N)c(SCc2ccncc2)nc1C | -7.0% | -2%[46.1 µM] | 10% | -19% | x | x | -1%
OC(COCc1ccco1)CN1CCN(c2ccccc2)CC1 (configuration not stated) | -3.8% | 6% | 9% | 17% | -6% | 0% | -3%
Cc1ccc(NC(=O)COC(=O)Cn2c(C)csc2=O)cc1C | -1.9% | -13%[46.1 µM] | 1% | -12% | -6%[38.3 µM] | 0% | 4%
Brc1cccc(CNc2nc3ccccc3n2CCN2CCCCC2)c1 | -0.4% | u | x | 8%[9.22 µM] | x | x | -3%
Cc1ccc(N2C(=O)SC(Cc3ccccc3)C2=O)cc1 (configuration not stated) | 2.4% | 26% | x | 26%[9.22 µM] | x | x | 14%
NC(=O)c1ccccc1NC(=O)CCc1ccccc1 | 2.9% | 1%[46.1 µM] | u | 4% | -3%[38.3 µM] | -3% | -2%
CCCOC(=O)C1=C(C)NC2=C(C(=O)CCC2)C1c1cc(OC)ccc1OC (configuration not stated) | 0.0% | -6%[46.1 µM] | 0% | -14% | 16%[38.3 µM] | 2% | 3%
CC(C)NC(=O)c1onc(CSc2ccc(Cl)cc2)c1C(=O)NC(C)C | 2.0% | -24% | x | 7%[9.22 µM] | x | x | u
Nc1c(S(=O)(=O)c2cc(Cl)ccc2Cl)c2nc3ccccc3nc2n1CCN1CCOCC1 | -8.8% | -29%[46.1 µM] | -10% | -8% | 19%[38.3 µM] | -4% | 3%
COc1ccc(OCC(=O)Nc2ccc(S(=O)(=O)N3CCCCCC3)cc2)cc1 | 2.3% | -16%[46.1 µM] | 7% | -10% | 38%[38.3 µM] | 0% | 8%
COc1cc2c(cc1OC)CN(C(=O)CCN1C(=O)C3CCCCC3C1=O)CC2 (configuration not stated) | -2.3% | 15% | x | -8% | 4% | -4% | -5%
CCOC(=O)Nc1ccc2c(c1)N(C(=O)OCCN(C)C)c1ccccc1CC2 | -1.0%&2.4% | 10%&-11% | -5% | 6% | 20%&21% | 3% | 1%&16%
CN(C)S(=O)(=O)c1cc(C(=O)O)c(NC2CCCCC2)cc1Cl | -1.7% | -4%[46.1 µM] | 5% | -4% | 15%[38.3 µM] | 18% | -6%
O=[N+]([O-])c1cc(S(=O)(=O)N2CCCC2)ccc1N/N=C1/CCCc2ccccc21 | 2.1% | -14% | 9% | -13% | 7% | 0% | 1%
O=C(NCc1ccccc1)C(c1cccs1)N(C(=O)c1csnn1)C1CC1 (configuration not stated) | 0.2% | -17%[7.67 µM] | u | -14% | -12%[38.3 µM] | 12% | 0%
CN(C)CC#Cc1cncc(C(=O)NNC(=O)Nc2ccc(Cl)cc2)c1 | 1.0% | -7% | u | -6%[9.22 µM] | x | x | 21%
CCOC(=O)C1CCCN(Cc2nc3ccc([N+](=O)[O-])cc3c(=O)n2-c2ccc(OC)cc2OC)C1 (configuration not stated) | -4.8% | -36% | u | 11% | 7% | -4% | 1%
O=C(/C=C/c1ccco1)NCc1ccco1 | 0.0% | -2%[7.67 µM] | x | -18%[9.22 µM] | x | x | u
Cc1ccnc(NS(=O)(=O)c2cccs2)c1 | 0.0% | -4%[46.1 µM] | -3% | -14% | 15%[38.3 µM] | 2% | 1%
COc1ccc(-c2noc(COc3ccc(C)c(C)c3)n2)cc1OC | 0.9% | -12%[46.1 µM] | -6% | 4% | 1% | -3% | 25%
C=C(C)CNC(=S)NN=C1c2ccccc2-c2ccccc21 | 12% | -39% | -35%[46 µM] | 4% | 37%[activator] | 2% | -27%
Cc1cc(O)c(C(C)C)cc1N=Cc1ccccc1O | 0.0% | 35% | x | 7%[9.22 µM] | -9% | -2%[7.66 µM] | -3%
COc1cccc(NC(=O)C2CC(=O)n3cnnc3S2)c1 (configuration not stated) | 4.1% | 8%[46.1 µM] | 2% | 12% | -11%[38.3 µM] | 1% | -5%
CC(=O)NC(CC(=O)O)C(=O)O (configuration not stated) | 1.9% | x | 7% | x | -1% | -2% | x

(cont.)
SMILES | Epigenetic derep | NPSR antag | LMNA splice mod | HttQ103 aggreg | IMPase Li inh | KinaseGlo FLuc | CBFb-RUNX1 inh
COC(=O)c1c(-c2cccs2)csc1NC(=O)c1cccnc1 | -0.7% | -19%[46.1 µM] | u | -10% | 23%[38.3 µM] | -5% | 15%
S=C(NCCc1ccccn1)Nc1ccccc1 | 1.1% | 2% | -1%[46 µM] | 10% | -2% | -1% | 1%
CN(C)CCCN=c1cc(-c2ccccc2)oc2ccc(Cl)cc12 | -0.1% | -24% | x | -6% | 9% | 3% | 8%
O=[N+]([O-])c1ccc(-c2cc(-c3ccncc3)nc3ccc4ccccc4c23)cc1 | -0.6% | -26%[46.1 µM] | 15% | -4% | 20%[38.3 µM] | 1% | 9%
COc1ccc(NS(=O)(=O)/C=C/c2ccc(OC)c(OC)c2)cc1 | 1.1% | 1% | 12%[46 µM] | -7% | -1% | 2% | 5%
C=CCOC(=O)C(=O)/C=C/c1coc2ccccc2c1=O | 0.0% | 55% | x | 8%[9.22 µM] | -10% | x | 2%
Brc1ccc(-c2cn3c(n2)SCC3)cc1 | -1.3% | 20% | x | -7%[9.22 µM] | -3% | -6% | 0%
COc1ccc2nc3ccccc3nc2c1NC(=O)c1ccc(Cl)cc1Cl | u | -11% | -20% | -4% | 5% | -3% | -5%
CCOC(=O)c1cc(NC(=O)NCc2ccco2)c(C)nc1C | -7.3% | 11%[46.1 µM] | u | 0% | 10%[38.3 µM] | 2% | -7%
Cc1ccc(N2C(=O)NC(NC(=O)C(C)(C)C)(C(F)(F)F)C2=O)cc1 (configuration not stated) | 0.1% | 5%[46.1 µM] | -7% | u | x | x | -1%
CCOC(=O)CN1C(=O)N[C@@H](c2cccc(C(F)(F)F)c2)[C@H](C(=O)OC)[C@H]1C | x | x | u | x | 5% | -3%[7.66 µM] | 3%[13.1 µM]
O=C(Cn1cnc([N+](=O)[O-])n1)N/N=C/c1cccc(Cl)c1 | 0.2% | 14% | x | 7% | -2% | 12% | 11%
O=S(=O)(NC1=NCCCCC1)c1ccc2ccccc2c1 | -3.0% | 7% | -6% | 6% | 1% | 0% | 7%
NS(=O)(=O)c1ccc(CNS(=O)(=O)c2cc(C(=O)O)ccc2Cl)cc1 | 1.1% | 8% | 20%[46 µM] | 11% | 0% | 2% | -12%
